Screening data: PubChem BioAssay, Sanford-Burnham Center for Chemical Genomics
SKN-1 block: inhibitors of C. elegans SKN-1; inhibition, % at 21.8 µM; 0.49% of 360,000 active; C. elegans VP596 Pgst-4::GFP/RFP ratio, acrylamide-induced, 24 h;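 active = interference check ratio from 0.5 to 1.5 plus GFP to RFP signal ratio inhibition reaching or exceeding a fixed threshold, cut at about 30% in these data, passing the limit was not always enough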; also: some compounds called inactive have numbers as strong as hits
Scp1 inh: blocks human Scp-1 phosphatase activity; Recombinant Scp1, phosphopeptide, malachite green phosphate absorbance; inhibition, % at 20 µM; AID 493091; Q9GZU7; 0.88% of 340,000 active;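 active = inhibition above about 50% at 20 µM, limit read from the data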;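 also: plate controls were DMSO wells with enzyme for no effect and wells lacking enzyme for full effect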
Target sequence (Q9GZU7 76-261 limits assumed): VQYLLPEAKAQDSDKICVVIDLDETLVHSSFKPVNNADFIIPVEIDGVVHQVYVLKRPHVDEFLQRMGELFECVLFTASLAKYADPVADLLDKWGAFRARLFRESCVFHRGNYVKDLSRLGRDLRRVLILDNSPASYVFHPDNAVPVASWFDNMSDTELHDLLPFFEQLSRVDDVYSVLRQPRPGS
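Test system: SCP-1 phosphatase catalytic domain, residues 76-261; measured by: colorimetric phosphate reagent with accelerator and stabiliser, absorbance at 630 nm; timing: enzyme reaction 45 min at room temperature, colour 5 min, stabilisation 30 min; also added: Phosphorylated 17-residue peptide substrate; compound dosing: one concentration, 20 µM, with 1.0% DMSO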
DNMT1 inh: blocks human DNA methyltransferase DNMT1; P26358; DNMT1 molecular beacon, Hinp1I cleavage, fluorescence; inhibition (reported as % activation of signal), % at 10 µM; 0.83% of 360,000 active; in the data active = inhibition above about 50%
NadD block: NadD (S. aureus) enzyme inhibition | purified NadD enzyme, colorimetric absorbance read-out | inhibition, % at 20 µM | 0.78% of 360,000 active | AID 602399; in the data active = inhibition above about 26%; also: some compounds past the cut are filed as inactive
LMPTP block: LMPTP (human) inhibition. 0.22% of 360,000 active. P24666. recombinant LMPTP-A, OMFP fluorogenic substrate, fluorescence intensity. inhibition, % at 20 µM. AID 651560;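 active = compounds that cut the enzyme signal by at least half of the control window in the single-dose screen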;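 also: plate controls were DMSO wells with enzyme plus substrate for no effect and substrate without enzyme for full effect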
Target sequence (P24666 whole entry, looked up): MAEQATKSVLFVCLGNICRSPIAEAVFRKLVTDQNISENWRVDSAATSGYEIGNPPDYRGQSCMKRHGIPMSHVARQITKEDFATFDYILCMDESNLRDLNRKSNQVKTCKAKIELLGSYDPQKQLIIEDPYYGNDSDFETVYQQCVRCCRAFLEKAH
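Assay system: LMPTP-A enzyme. Input: 0.625 nM LMPTP-A final. Probe or stimulus: 400 µM OMFP. Compound dosing: single 20 µM dose. Schedule: 50 min dark incubation at room temperature. Detection: fluorescence intensity of OMFP turnover product. Read-out: percent inhibition versus substrate-only and uninhibited controls. Benchmarks: no-enzyme low control, uninhibited high control.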
Rpn11 inh: inhibitors of human proteasome Rpn11; O00487; human 26S proteasome, Ub4-pepOG fluorescence polarization; 20S core pre-blocked with epoxomicin; calls only at 20 µM; 0.59% of 360,000 active;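 active = inhibition at 20 µM, scaled to each plate's controls, above about 33%, limit read from the data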
Target sequence (O00487 whole entry, looked up): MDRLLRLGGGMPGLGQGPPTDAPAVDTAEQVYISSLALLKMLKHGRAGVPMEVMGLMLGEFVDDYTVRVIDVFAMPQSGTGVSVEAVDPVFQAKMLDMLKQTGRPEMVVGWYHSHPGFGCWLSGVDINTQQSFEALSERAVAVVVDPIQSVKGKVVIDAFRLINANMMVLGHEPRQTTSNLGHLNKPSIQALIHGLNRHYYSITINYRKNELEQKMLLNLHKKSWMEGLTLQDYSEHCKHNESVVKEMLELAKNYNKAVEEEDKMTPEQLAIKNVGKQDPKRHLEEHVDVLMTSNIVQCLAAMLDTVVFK
NRP1-CendR mod: alters CendR peptide binding to human NRP-1; inhibition, % at 25 µM; 0.85% of 360,000 active; FAM-RPARPAR peptide binding to NRP-1, fluorescence polarization; AID 602438; O14786;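 active = inhibition or corrected inhibition above about 18%, plus a signal ratio from 0.5 to 1.5, limit read from the data, passing the limit was not always enough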; also: strong numbers were not always called active
MT1-MMP act inh: MT1-MMP (human) activation inhibition; GFP/RFP ratio change, % at 20 µM; 0.061% of 360,000 active; HT1080 RFP-PRO-GFP cells, GFP/RFP ratio fluorescence, overnight; percent of plate control window, DMSO zero; P50281; AID 651647;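 active = GFP/RFP ratio change of at least 30% with cell ATP level not reduced by more than half and red fluorescence within 50% of control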; also: strong numbers were not always called active
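Assay system: HT1080 RFP-PRO-GFP cells. Benchmarks: DMSO vehicle wells and RFP-L50D-GFP reporter cell wells. Times: overnight cell settling, then overnight compound exposure, 37 °C, 5% CO2. Compound: 20 µM single dose, 1% DMSO. Read-out basis: GFP/RFP fluorescence ratio.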
SUMO1 PPI mod: modulators of human SUMO1-mediated protein-protein interactions | P63165 | AID 602429 | SUMO1 binding to a labelled peptide, TR-FRET, 1 h | 0.33% of 360,000 active | inhibition, % at 20 µM; in the data active = inhibition above about 37%
Target sequence (P63165 whole entry, looked up): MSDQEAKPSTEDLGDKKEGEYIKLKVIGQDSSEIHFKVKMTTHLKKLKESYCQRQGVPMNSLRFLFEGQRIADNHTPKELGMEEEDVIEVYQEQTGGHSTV
STEP inh: STEP (human) phosphatase inhibition. P54829. recombinant STEP, OMFP fluorogenic substrate, fluorescence. inhibition, % at 20 µM. 0.25% of 360,000 active. AID 588621;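 active = inhibition at 20 µM, scaled per plate between control wells, above about 37%, limit read from the data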;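 also: 0% = DMSO with enzyme and substrate and 100% = substrate only without enzyme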
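System: isolated STEP enzyme; schedule: 20 min enzyme reaction at room temperature, protected from light; medium: Bis-Tris buffer pH 6.0, 2.5 mM DTT, 0.005% Tween 20; signal: fluorescence, 480/540 nm; dosing: single compound dose of 20 µM, 1% DMSO final; also added: OMFP substrate, 25 µM final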
* hit, by the source's call; i = inactive; / = not tested or not shown.

SMILES | SKN-1 block | Scp1 inh | DNMT1 inh | NadD block | LMPTP block | Rpn11 inh | NRP1-CendR mod | MT1-MMP act inh | SUMO1 PPI mod | STEP inh
CCN(CC)C(=S)SCC(=O)Nc1cccc(C(F)(F)F)c1 | -18 | -3 | 1 | -10 | 1.7 | i | -9 | -1 | -1 | 1
COc1ccc(NC(=O)c2ccc([N+](=O)[O-])cc2[N+](=O)[O-])c(OC)c1 | -7 | -11 | 3 | -5 | -0.4 | i | -5 | 2 | -16 | -3
CC(=O)N1CC(C)Sc2ccc(S(=O)(=O)NCCc3ccc(C)cc3)cc21 (stereo not drawn) | 3 | -5 | -1 | -8 | 0.4 | i | 10 | 3 | 0 | 1
O=C(Nc1ccccc1N1CCOCC1)c1ccc2c(c1)C(=O)N(Cc1ccncc1)C2=O | -14 | 14 | -7 | 9 | 3.0 | i | 0 | 3 | -23 | -1
CCOC(=O)c1nc(C)n(-c2ccc(Cl)cc2Cl)n1 | 11 | -8 | -2 | -2 | -0.3 | i | -9 | -2 | 1 | 3
CCOC(=O)C(NC(=O)Nc1ncccn1)(Oc1ccccc1)C(F)(F)F (stereo not drawn) | 5 | 2 | 4 | 6 | -1.7 | i | -4 | 2 | 1 | 1
O=C(COc1ccc(F)cc1)Nc1nccs1 | 8 | -9 | 1 | 8 | -0.6 | i | -1 | 2 | 1 | -1
CC(C)N(C(=O)CSc1n[nH]c(=O)n1CCc1ccccc1)C(C)C | 8 | -5 | 2 | 5 | -0.5 | i | 6 | 2 | -1 | 0
COc1ccc(NS(=O)(=O)c2ccc(C)c(C(=O)N(C)Cc3ccc(C)cc3)c2)cc1 | 1 | -6 | -3 | -7 | -6.7 | i | -3 | 4 | -39 | -2
Cc1ccc(CN2CC(C(=O)NNC(=O)Cn3ccc(C(F)(F)F)n3)CC2=O)cc1 (stereo not drawn) | -5 | -5 | 1 | -3 | -0.9 | i | 8 | 2 | 3 | -3

Single records, from the list above. Order of values: SKN-1 block, Scp1 inh, DNMT1 inh, NadD block, LMPTP block, Rpn11 inh, NRP1-CendR mod, MT1-MMP act inh, SUMO1 PPI mod, STEP inh
`COc1ccc(NC(=O)c2ccc([N+](=O)[O-])cc2[N+](=O)[O-])c(OC)c1` reads -7, -11, 3, -5, -0.4, i, -5, 2, -16, -3
`O=C(COc1ccc(F)cc1)Nc1nccs1` reads 8, -9, 1, 8, -0.6, i, -1, 2, 1, -1

Later entries
SMILES | SKN-1 block | Scp1 inh | DNMT1 inh | NadD block | LMPTP block | Rpn11 inh | NRP1-CendR mod | MT1-MMP act inh | SUMO1 PPI mod | STEP inh
Cc1cc(NC(=O)c2ccc(C#N)cc2)n(-c2ccccc2)n1 | 7 | -2 | 1 | -5 | -2.1 | i | 13 | -4 | 0 | -3
CC1(Cc2c(Cl)cccc2Cl)C(=O)Nc2cc(-c3ccccc3Cl)ccc21 (stereo not drawn) | 11 | / | -11 | 5 | 0.7 | i | -5 | -6 | 7 | -2
Nn1c(COc2ccc(Cl)cc2)n[nH]c1=S | 4 | -4 | 0 | -4 | -3.8 | i | 12 | 1 | 3 | -2
COc1ccc(NC(=O)CN(C)CC(=O)Nc2cccc(C(F)(F)F)c2)cc1 | -10 | -7 | 0 | -8 | -0.6 | i | -24 | 2 | -2 | -3
Cc1cc(F)ccc1S(=O)(=O)N1CCCOC1CNC(=O)C(=O)NCC(C)C (stereo not drawn) | -11 | -6 | 1 | 2 | -0.4 | i | 0 | 0 | 0 | 0
c1ccc([C@H]2CC3C[C@@H](c4ccccc4)N2O3)cc1 | 16 | -9 | 4 | -5 | -1.4 | i | 0 | -2 | 0 | -7
O=S(=O)(NCc1ccccc1F)c1cccc(S(=O)(=O)N2CCOCC2)c1 | 6 | -11 | -4 | -4 | -0.3 | i | -30 | 2 | 3 | 2
COC(=O)C1(CC2CC(c3ccccc3)=NO2)CCN(C(=O)OC(C)(C)C)CC1 (stereo not drawn) | 9 | 1 | 2 | -7 | -0.2 | i | 21 | 3 | -4 | -1
COc1ccc(S(=O)(=O)NC(C)C(=O)Nc2cccc(C(C)=O)c2)cc1 (stereo not drawn) | 6 | -6 | -1 | -7 | -0.3 | i | -12 | 0 | 2 | 5
COC(=O)c1ccnc(/C=N/O)c1 | 0 | -1 | 1 | 1 | -2.1 | i | -2 | 0 | -6 | 1
COc1ccc(C(=O)C(CN2CCCC2)c2ccccc2)cc1 (stereo not drawn) | 2 | 1 | -2 | -7 | -1.6 | i | 8 | 1 | -1 | 0
CCOc1cc(C)nc(N2CCC(C(=O)Nc3ccccc3OCC)CC2)n1 | 6 | -9 | -2 | -1 | -0.9 | i | -1 | 5 | 8 | 2
Cc1csc(NC(=O)c2ccc(COc3ccccc3)o2)n1 | -2 | -3 | 0 | -4 | -0.2 | i | -5 | 4 | 14 | 0
CN(C)c1nc(N)c([N+](=O)[O-])c(NCCO)n1 | 9 | -7 | -1 | 2 | -2.1 | i | 9 | 1 | -9 | 2
CCOc1ccc(OCC)c(NC(=O)CCSCCc2ccccn2)c1 | -2 | 0 | 89* | -1 | 0.4 | i | 9 | -3 | 3 | 97*
COc1ccc(C(=O)NC2CC2)cc1OC1CCN(Cc2ccc(F)c(F)c2)CC1 | -5 | -5 | 1 | -1 | -0.4 | i | -4 | -1 | 0 | 1
COc1ccccc1N1CCN(C(=O)C2CCCN(S(=O)(=O)c3ccc4c(c3)CCCN4C(C)=O)C2)CC1 (stereo not drawn) | 12 | -2 | 1 | 6 | -1.6 | i | 4 | -6 | 9 | 3
CN1C(=O)Cc2cc(S(=O)(=O)N3CCN(c4ccccc4F)CC3)ccc21 | 8 | -8 | -3 | 12 | -0.7 | i | -6 | 0 | 1 | 1
CC(C)N(C(=O)COC(=O)c1ccccc1C(=O)N1CCN(c2ccc(F)cc2)CC1)C(C)C | 3 | -8 | 1 | 10 | -0.7 | i | 1 | -6 | 1 | -3
N/C(=N\OC(=O)CCC1CCCC1)c1cccc([N+](=O)[O-])c1 | -13 | 0 | 1 | -6 | 2.4 | i | -4 | 3 | -19 | -2
COc1ccc(N(CC(=O)NCc2ccc(Cl)cc2)S(=O)(=O)c2c(C)nn(C)c2C)cc1 | 9 | -3 | 0 | -6 | 0.8 | i | -7 | -1 | 1 | -1
CC1CC(CC(=O)NNc2nc(-c3ccccc3)cs2)C(=O)O1 (stereo not drawn) | -21 | -6 | 2 | 0 | -0.2 | i | 4 | 0 | -5 | -3
O=c1ccc2ccc(O)cc2o1 | -12 | 1 | 0 | 2 | -1.7 | i | 1 | -4 | 1 | 2
O=S(=O)(c1ccccc1)C1CON(Cc2ccccc2)C1c1ccccc1 (stereo not drawn) | -1 | -2 | -1 | -4 | 0.4 | i | -5 | -1 | 0 | -2
COc1ccccc1OCC(=O)NCCS(=O)(=O)N1CCN(c2ccccc2)CC1 | -5 | 0 | -1 | -2 | 1.2 | i | 11 | -2 | 8 | 1
Cc1ccn2cc(C(=O)NC3CCN(Cc4ccccc4)CC3)nc2c1 | -13 | -7 | 2 | -5 | -0.4 | i | -3 | 0 | -7 | -1
C=CCN(CC=C)Cc1ccc(C(=O)OC)o1 | 8 | -11 | -5 | -1 | -1.6 | i | -2 | -4 | -3 | 0
CCCOc1ccc(C=Nc2ccc(OC)c(S(=O)(=O)N3CCOCC3)c2)c(O)c1 | -1 | -3 | -6 | -5 | -0.8 | i | -3 | 3 | 1 | -3
N#Cc1ccc2nc3c(nc2c1)CCCC3 | 24 | -7 | -7 | -7 | -0.4 | i | 1 | 2 | -22 | -2
O=C1CCCN1CCCNS(=O)(=O)c1ccc(F)cc1F | -6 | -8 | 2 | 2 | -1.7 | i | -8 | 1 | -5 | 0

Grouped by structure: the compounds so far with an aryl methoxy group (10)
SMILES | SKN-1 block | Scp1 inh | DNMT1 inh | NadD block | LMPTP block | Rpn11 inh | NRP1-CendR mod | MT1-MMP act inh | SUMO1 PPI mod | STEP inh
COc1ccc(NC(=O)c2ccc([N+](=O)[O-])cc2[N+](=O)[O-])c(OC)c1 | -7 | -11 | 3 | -5 | -0.4 | i | -5 | 2 | -16 | -3
COc1ccc(NS(=O)(=O)c2ccc(C)c(C(=O)N(C)Cc3ccc(C)cc3)c2)cc1 | 1 | -6 | -3 | -7 | -6.7 | i | -3 | 4 | -39 | -2
COc1ccc(NC(=O)CN(C)CC(=O)Nc2cccc(C(F)(F)F)c2)cc1 | -10 | -7 | 0 | -8 | -0.6 | i | -24 | 2 | -2 | -3
COc1ccc(S(=O)(=O)NC(C)C(=O)Nc2cccc(C(C)=O)c2)cc1 (stereo not drawn) | 6 | -6 | -1 | -7 | -0.3 | i | -12 | 0 | 2 | 5
COc1ccc(C(=O)C(CN2CCCC2)c2ccccc2)cc1 (stereo not drawn) | 2 | 1 | -2 | -7 | -1.6 | i | 8 | 1 | -1 | 0
COc1ccc(C(=O)NC2CC2)cc1OC1CCN(Cc2ccc(F)c(F)c2)CC1 | -5 | -5 | 1 | -1 | -0.4 | i | -4 | -1 | 0 | 1
COc1ccccc1N1CCN(C(=O)C2CCCN(S(=O)(=O)c3ccc4c(c3)CCCN4C(C)=O)C2)CC1 (stereo not drawn) | 12 | -2 | 1 | 6 | -1.6 | i | 4 | -6 | 9 | 3
COc1ccc(N(CC(=O)NCc2ccc(Cl)cc2)S(=O)(=O)c2c(C)nn(C)c2C)cc1 | 9 | -3 | 0 | -6 | 0.8 | i | -7 | -1 | 1 | -1
COc1ccccc1OCC(=O)NCCS(=O)(=O)N1CCN(c2ccccc2)CC1 | -5 | 0 | -1 | -2 | 1.2 | i | 11 | -2 | 8 | 1
CCCOc1ccc(C=Nc2ccc(OC)c(S(=O)(=O)N3CCOCC3)c2)c(O)c1 | -1 | -3 | -6 | -5 | -0.8 | i | -3 | 3 | 1 | -3
